High-throughput results deposited in PubChem by Sanford-Burnham Center for Chemical Genomics.
LMPTP inh – LMPTP (human) inhibition; P24666; recombinant LMPTP-A, OMFP fluorogenic substrate, fluorescence intensity; inhibition, % at 20 µM; 360,000 tested, 0.22% active;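 active means compounds that cut the enzyme signal by at least half of the control window in the single-dose screen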;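 further: plate controls were DMSO wells with enzyme plus substrate for no effect and substrate without enzyme for full effect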
Target sequence (P24666 whole entry, looked up): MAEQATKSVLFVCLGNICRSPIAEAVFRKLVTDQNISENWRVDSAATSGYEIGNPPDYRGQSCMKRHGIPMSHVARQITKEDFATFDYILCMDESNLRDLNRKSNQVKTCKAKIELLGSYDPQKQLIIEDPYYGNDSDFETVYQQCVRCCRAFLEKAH
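Assay system: LMPTP-A phosphatase enzyme | Input: 0.625 nM enzyme | Also added: Fluorogenic phosphatase substrate OMFP at 400 µM final | Compound dosing: One test concentration per compound, 20 µM, with 3% DMSO overall | Schedule: 50 min enzyme reaction at room temperature, protected from light | Signal: Fluorescence intensity | Benchmarks: no-enzyme and uninhibited controls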
STEP block – STEP (human) phosphatase inhibition | 360,000 tested, 0.25% active | recombinant STEP, OMFP fluorogenic substrate, fluorescence | P54829 | inhibition, % at 20 µM;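 active means inhibition at 20 µM, scaled per plate between control wells, above about 37%, limit read from the data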;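 further: 0% = DMSO with enzyme and substrate and 100% = substrate only without enzyme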
Target sequence (P54829 whole entry, looked up): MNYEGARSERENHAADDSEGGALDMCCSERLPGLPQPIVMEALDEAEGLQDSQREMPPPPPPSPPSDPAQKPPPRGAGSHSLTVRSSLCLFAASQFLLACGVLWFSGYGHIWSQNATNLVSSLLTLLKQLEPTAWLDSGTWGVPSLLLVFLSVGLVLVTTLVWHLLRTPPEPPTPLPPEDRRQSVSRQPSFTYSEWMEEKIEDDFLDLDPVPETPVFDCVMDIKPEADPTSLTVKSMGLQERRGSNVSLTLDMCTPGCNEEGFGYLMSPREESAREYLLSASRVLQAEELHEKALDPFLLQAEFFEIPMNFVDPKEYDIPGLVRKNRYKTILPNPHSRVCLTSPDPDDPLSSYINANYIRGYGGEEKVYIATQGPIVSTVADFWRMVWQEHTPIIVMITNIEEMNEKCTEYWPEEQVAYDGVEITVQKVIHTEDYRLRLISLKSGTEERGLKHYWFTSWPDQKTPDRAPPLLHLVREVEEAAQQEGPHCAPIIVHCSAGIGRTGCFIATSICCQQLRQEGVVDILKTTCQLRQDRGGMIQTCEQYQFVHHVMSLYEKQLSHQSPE
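Also added – OMFP at 25 µM · Test system – STEP tyrosine phosphatase · Technique – FITC-channel fluorescence of OMFP product · Schedule – 20 min at room temperature, dark · Evaluation – control-normalized % inhibition with plate pattern correction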
Rpn11 block – inhibitors of human proteasome Rpn11. human 26S proteasome, Ub4-pepOG fluorescence polarization; 20S core pre-blocked with epoxomicin. 360,000 tested, 0.59% active. O00487. AID 588493. calls only at 20 µM;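 active means inhibition at 20 µM, scaled to each plate's controls, above about 33%, limit read from the data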
NadD block – blocks S. aureus nicotinate mononucleotide adenylyltransferase. purified NadD enzyme, colorimetric absorbance read-out. inhibition, % at 20 µM. 360,000 tested, 0.78% active. AID 602399; in the data active means inhibition above about 26%; further: some compounds past the cut are filed as inactive
Scp1 inh – inhibitors of human Scp-1 phosphatase; Q9GZU7; Recombinant Scp1, phosphopeptide, malachite green phosphate absorbance; inhibition, % at 20 µM; 340,000 tested, 0.88% active;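 active means inhibition above about 50% at 20 µM, limit read from the data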;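 further: plate controls were DMSO wells with enzyme for no effect and wells lacking enzyme for full effect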
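assay system = SCP-1 phosphatase catalytic domain, residues 76-261 | buffer or medium = 50 mM Tris acetate pH 5.5, 0.005% Tween-20, 10 mM MgCl2 | incubation = enzyme reaction 45 min at room temperature, colour 5 min, stabilisation 30 min | signal = Phosphate-binding colour reagent, absorbance read at 630 nm | measure = % inhibition at 20 µM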
MT1-MMP act inh – MT1-MMP (human) activation inhibition; P50281; HT1080 RFP-PRO-GFP cells, GFP/RFP ratio fluorescence, overnight; percent of plate control window, DMSO zero; GFP/RFP ratio change, % at 20 µM; 360,000 tested, 0.061% active; AID 651647;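 active means GFP/RFP ratio change of at least 30% with cell ATP level not reduced by more than half and red fluorescence within 50% of control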; further: strong numbers were not always called active
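system = RFP-PRO-GFP reporter HT1080 cells | dosing = 20 µM single dose, 1% DMSO | timing = overnight cell settling, then overnight compound exposure, 37 °C, 5% CO2 | read-out basis = GFP/RFP fluorescence ratio | controls = DMSO and RFP-L50D-GFP cell wells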
DNMT1 block – inhibitors of human DNMT1; 360,000 tested, 0.83% active; DNMT1 molecular beacon, Hinp1I cleavage, fluorescence; inhibition (reported as % activation of signal), % at 10 µM; P26358; AID 588458; in the data active means inhibition above about 50%
NRP1-CendR mod – modulators of CendR peptide binding to human neuropilin-1; 360,000 tested, 0.85% active; inhibition, % at 25 µM; FAM-RPARPAR peptide binding to NRP-1, fluorescence polarization;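 active means inhibition or corrected inhibition above about 18%, plus a signal ratio from 0.5 to 1.5, limit read from the data, passing the limit was not always enough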; further: strong numbers were not always called active
SUMO1-SIM PPI – modulators of human SUMO1-mediated protein-protein interactions; SUMO1 binding to a labelled peptide, TR-FRET, 1 h; inhibition, % at 20 µM; 360,000 tested, 0.33% active; in the data active means inhibition above about 37%
Target sequence (P63165 whole entry, looked up): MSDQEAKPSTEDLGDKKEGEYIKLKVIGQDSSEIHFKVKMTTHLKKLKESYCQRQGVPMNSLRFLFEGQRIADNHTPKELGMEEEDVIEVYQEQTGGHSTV
SKN-1 inh – inhibitors of C. elegans SKN-1 | C. elegans VP596 Pgst-4::GFP/RFP ratio, acrylamide-induced, 24 h | inhibition, % at 21.8 µM | 360,000 tested, 0.49% active;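 active means interference check ratio from 0.5 to 1.5 plus GFP to RFP signal ratio inhibition reaching or exceeding a fixed threshold, cut at about 30% in these data, passing the limit was not always enough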; further: some compounds called inactive have numbers as strong as hits
The depositor's hits bear a star; i = inactive; . = not tested or not shown; & = joins results of further samples; ! = repeats disagree.

SMILES	LMPTP inh	STEP block	Rpn11 block	NadD block	Scp1 inh	MT1-MMP act inh	DNMT1 block	NRP1-CendR mod	SUMO1-SIM PPI	SKN-1 inh
O/N=C/c1ccccc1OCc1ccc(Cl)cc1	1.4	3	i	1	-16	2	2	-4	-3	28
Cc1ccccc1N=C1Nc2ccccc2CS1	0.1	1	i	7	4	-9	0	10	2	-9
COc1ccc(S(=O)(=O)N2CCC(C(=O)NCc3cccnc3)CC2)cc1C	0.7	-4	i	-10	-5	1	4	9	-1	6
O=S(=O)(Cc1ccc(Cl)cc1Cl)c1ccc(Cl)cc1	-0.3	-3	i	-3	-7	5	1	-2	2	7
COc1cc(C(=O)Nc2cc(C(F)(F)F)ccc2N2CCOCC2)ccc1O	-0.2	-4	i	7	-10	5	-2	-7	0	-8
O=C(Nc1cccnc1)c1ccc(Cl)c(S(=O)(=O)N2CCCC2)c1	-2.4	-3	i	-3	1	5	-2	-15	4	2
O=C1Nc2ccccc2Cc2ccccc21	-0.7	-1	i	-5	.	-4	6	0	-28	17
Cc1ccccc1S(=O)(=O)N1C[C@@H]2C(C(=O)C[C@@H]3C(=O)N(C)C(=O)[C@@H]32)[C@@H]1c1ccc(Cl)cc1 (stereo partly drawn)	0.3	.	.	.	.	1	.	-4	1	-6
Cn1c(CO)cnc1SCc1ccc(F)cc1	0.6	2	i	4	1	2	0	-2	-2	6
COc1ccc(C(=O)Nc2cccc(C)n2)cc1S(=O)(=O)N1CCCc2ccccc21	1.4	-1	i	-1	3	-11	-6	-13	0	7
Sc1ccccc1N=Cc1cccs1	-0.2	3	i	-9	.	0	6	-5	-22	6
O=c1cc(N2CCOCC2)cnn1-c1ccccc1	-0.7	2	i	3	-5	1	2	2	1	0
CC1Nc2ncnc(N3CCc4ccccc4C3)c2N(Cc2ccc(Br)cc2)C1=O (stereo not drawn)	0.6&-0.1	0&-1	i	45*!	14	-11&-11	17&-7	-52&-18	3&9	16&-6
Clc1ccccc1Cc1noc(CN2CCN(c3cnccn3)CC2)n1	-0.5	-4	i	-5	4	-2	-4	-10	0	-6
C/C(=N\NC(=O)c1cccs1)c1cccnc1	-0.7	2	i	3	-1	-6	-1	0	-2	3
COC(=O)c1c(C)[nH]c(C(=O)OCC(=O)NC(C)(C)C)c1C	-0.6	2	i	1	6	4	1	15	0	7
Cc1ccccc1-n1c(=O)cc(N2CCc3ccccc3C2)[nH]c1=O	-1.0	-5	i	-3	-2	-6	-8	-4	2	-12
CC(C)Cn1c(N)c(C(=O)COC(=O)c2ccccc2C(=O)c2ccccc2)c(=O)n(C)c1=O	1.5	0	i	-4	-7	0	-4	-2	-1	0
CC(=O)c1ccc2c(c1)N(C)c1ccccc1S2	2.0	-2	i	-9	-1	0	3	-10	-19	10
CCOC(=O)c1nn(-c2ccc(C)cc2)c(=O)cc1OCC(=O)N1CCN(c2ccccc2)CC1	-1.2	-1	i	-3	-4	-2	0	18	-6	-47
COc1ccc(NC(=O)NC2CC3CCCC(C2)N3Cc2ccccc2)cc1 (stereo not drawn)	-0.1	-5	i	-1	-4	-1	0	4	1	-40
Cc1c(O)c(=O)n(-c2ccccc2)n1C	-1.1	-3	i	4	-9	-2	9	-6	1	10
CCOC(=O)/C=C1\CN(Cc2cc(OC)c(OC)c(OC)c2)S(=O)(=O)c2ccccc21	0.2	4	i	-4	38	1	6	-9	1	-4
Cc1ccc(NC(=O)Cn2c(O)c(N=NC(=O)c3ccncc3)c3ccccc32)cc1	2.8	1	i	17	9	7	5	10	-7	8
O=C1CCCC(NCCCCCCNC2=C([N+](=O)[O-])C(=O)CCC2)=C1[N+](=O)[O-]	-1.3	-2	i	-7	-7	-3	-4	9	-6	-2
CC(C)CC(=O)Nc1ccccc1-c1nnn(CC(=O)N2CCOCC2)n1	0.0	-4	i	-5	-5	-5	1	0	0	10
Brc1ccc(/C=C/C=N/Nc2nc3ccccc3s2)cc1	0.9	1	i	16	1	-1	2	-3	4	5
COCCn1c(-c2cccc(Br)c2)nc2c(c(=O)c3ccccc3n2C)c1=O	2.3	3	i	2	-1	-6	3	3	-6	-8
Cc1[nH]c2ccccc2c1C(=O)C(=O)N1CCCc2ccccc21	-0.5	-5	i	-1	-9	1	-23	5	-3	-5
COC(=O)c1c(NC(=O)CSc2nnc(C)c(=O)[nH]2)sc(C)c1C	0.7	2	i	4	-1	-3	0	4	6	9
NC(=O)CN1CCN(C(=O)Nc2ccccc2)CC1	-1.0	2	i	-2	3	9	-1	-10	3	-11
Cc1ccc(-c2nnc(Oc3ccc(NC(=O)c4ccccc4)cc3)c3ccccc23)cc1	2.4	1	i	30*	12	2	19	3	-4	0
COc1ccc(Nc2nc(N)nc(CSC(=S)N3CCCCC3)n2)cc1	0.6	-1	i	0	-4	-3	-7	12	4	1
NC(=O)c1c(NC(NC(=O)c2ccco2)(C(F)(F)F)C(F)(F)F)sc2c1CCCC2	0.0	4	i	8	1	1	-8	-31	5	-9
Cc1noc(C)c1COC(=O)c1ccccc1Sc1ccccc1C#N	0.8	1	i	-3	-3	2	-3	-24	0	15
Cc1ccc(NC(=O)C2CCCN2C(=O)NC2CCCCC2)c(C)c1 (stereo not drawn)	-1.3	-6	i	-1	-4	2	1	0	-4	1
CCCC/C=C1\CCc2c([nH]c3ccccc23)C1=O	0.0	-1	i	-8	-2	5	-8	13	0	11
CC(C)CC(=O)Nc1ccc(C(=O)NN2C(=O)c3ccccc3C2=O)cc1	-0.3	2	i	-7	-8	2	9	-4	-7	0
CCN(CC)c1ccc(NC(=O)CSc2n[nH]c(-c3ccco3)n2)cc1	-1.4	-2	i	0	-2	-2	-4	-3	6	-18
CC(C)c1ccc(NC(=O)COC(=O)c2ccc(CN3CCCC3=O)cc2)cc1	-0.8	3	i	1	-1	0	4	-6	10	-2
CN(C)C(=O)c1cc(C(=O)c2ccccc2Cl)c[nH]1	-0.9	2	i	-3	-3	4	2	-5	3	3
Cc1ccc2cc(/C=N/NC(=O)c3ccccc3O)c(Cl)nc2c1	0.4	2	i	20	-10	4	-2	-7	-9	13
COc1cc(CN2CCNC(=O)C2CC(=O)NCc2csc(C(C)C)n2)cc(OC)c1 (stereo not drawn)	-2.7	0	i	1	-13	1	-3	0	-8	-1
COc1ccc(NC(=O)C2CCCN(S(=O)(=O)c3c(C)[nH]c(=O)[nH]c3=O)C2)cc1Cl (stereo not drawn)	1.3	0	i	8	-5	-5	-6	1	18	10
CCCC(=O)Nc1nc(-c2ccccc2)ns1	-1.3	-1	i	-8	-14	-2	0	-6	0	21
CC(C)(C)c1nnc(N/N=C/c2ccc(Br)cc2)n(N)c1=O	0.0	0	i	5	-4	-46	1	12	0	8
O=C(CC1C(=O)NCCN1Cc1ccc(-c2ccccc2)cc1)NCc1ccccc1 (stereo not drawn)	0.5	-3	i	4	-3	-2	-7	-11	0	23
O=C(NCc1ccccc1)c1onc(CSc2ccncc2)c1C(=O)NCc1ccccc1	2.4	-2	i	5	-3	-4	1	13	3	-4

Structures listed so far shown as hits in NadD block:
Compound	LMPTP inh	Rpn11 block	NadD block	Scp1 inh	MT1-MMP act inh	DNMT1 block	NRP1-CendR mod	SUMO1-SIM PPI	SKN-1 inh
CC1Nc2ncnc(N3CCc4ccccc4C3)c2N(Cc2ccc(Br)cc2)C1=O (stereo not drawn)	0.6&-0.1	i	45*!	14	-11&-11	17&-7	-52&-18	3&9	16&-6
Cc1ccc(-c2nnc(Oc3ccc(NC(=O)c4ccccc4)cc3)c3ccccc23)cc1	2.4	i	30*	12	2	19	3	-4	0

(cont.)
SMILES	LMPTP inh	STEP block	Rpn11 block	NadD block	Scp1 inh	MT1-MMP act inh	DNMT1 block	NRP1-CendR mod	SUMO1-SIM PPI	SKN-1 inh
COc1ccccc1NC(=O)c1cnc(SCC(=O)NCC2CCCO2)n(C)c1=O (stereo not drawn)	1.1	0	i	-2	5	-12	3	-16	28	-13
COc1cccc(NC(=O)Nc2cccn(Cc3ccccc3)c2=O)c1	0.9	0	i	-3	-6	-20	-10	10	-2	16
CSc1ccccc1Nc1ncnc(N)n1	1.5	4	i	-6	0	-2	2	4	6	-7
CCS(=O)(=O)CCSc1nc2ccccc2s1	-1.5	3	i	2	-6	-1	0	12	-1	-3
CCCOc1cccc(C2/C(=C(/O)c3ccc(F)cc3)C(=O)C(=O)N2CCN(C)C)c1 (stereo not drawn)	-1.8	1	i	5	-6	-2	0	-1	-3	16
c1cc(-c2nnc3n2CCCCC3)ccn1	-1.9	-2	i	-3	-5	0	3	-2	-2	1
FC(F)(F)c1ccc(Cl)c(-n2c(-c3ccco3)n[nH]c2=S)c1	-1.6	-2	i	-3	-7	0	1	-10	7	16
CC(C)CNC(=O)CSc1nnc(-c2ccccn2)n1Cc1ccccc1	0.1	1	i	6	-4	2	5	2	-2	19
